MmCpn inh: M. maripaludis TRiC chaperonin inhibition. purified Mm-Cpn ATPase, ADP Transcreener TR-FRET. Potency, µM (doses to about 76.9 µM), inactives show top-dose activity, negative = inhibition, usual class: inhibitors. 330,000 compounds, 0.031% hits. AID 504842; also: potency is read from the fitted curve at half-maximal effect; % is scaled to controls: 0 for no effect and ±100 for the full control effect; nearly all actives have a fitted effect of over 80% in size
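ATPase read-out: TR-FRET ADP immunoassay (anti-ADP Eu cryptate vs ADP-d2), ex 320 nm, em 590/665 nm; signal drops as ADP forms. Enzyme 25 nM, ATP 10 uM, 30 min at 37°C after 10 min compound preincubation.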
CCT chaperon mod: modulators of cytosolic chaperonin (CCT/TRiC) activity. purified chaperonin ATPase assay, HTRF ADP detection, 30 min. activity change, % (concentration not given with the values), hits read low. 360,000 compounds, 0.3% hits; in the data active = activity change below about -30%; also: % is scaled to controls: 0 for no effect and ±100 for the full control effect
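Nucleotide hydrolysis assay: TRiC at 20–40 nM final (set by batch activity) with 10 uM ATP, 30 min at 37 °C, in presence of 76 uM compound. Detection by competitive ADP HTRF, 30 min ambient.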
EPAC1 antagonist: blocks human EPAC1 exchange factor. O95398. EPAC1 GEF assay, Rap1b-BODIPY-GDP exchange fluorescence. Potency, µM (doses to about 115 µM), without a hit: at the top dose activity change, negative = inhibition, actives largely listed as inhibitors. 360,000 compounds, 0.14% hits. AID 720709;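 also: potency is read from the fitted curve at half-maximal effect; plate controls were vehicle for no effect and positive control for full effect; nearly all actives have a fitted effect of over 50% in size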
PLK1 PBD inh: inhibitors of human PLK1 polo-box domain binding; Potency, µM, for the others: max response, negative = inhibition, hits mostly inhibitors; 360,000 compounds, 2.8% hits; Plk1 PBD binding of FITC phosphopeptide, fluorescence polarization; P53350; also: potency is read from the fitted curve at half-maximal effect; series mostly up to about 57 µM; % is scaled to controls: 0 for no effect and ±100 for the full control effect; nearly all actives have a fitted effect of over 65% in size
Target sequence (P53350 whole entry, looked up, the tested form may be a part): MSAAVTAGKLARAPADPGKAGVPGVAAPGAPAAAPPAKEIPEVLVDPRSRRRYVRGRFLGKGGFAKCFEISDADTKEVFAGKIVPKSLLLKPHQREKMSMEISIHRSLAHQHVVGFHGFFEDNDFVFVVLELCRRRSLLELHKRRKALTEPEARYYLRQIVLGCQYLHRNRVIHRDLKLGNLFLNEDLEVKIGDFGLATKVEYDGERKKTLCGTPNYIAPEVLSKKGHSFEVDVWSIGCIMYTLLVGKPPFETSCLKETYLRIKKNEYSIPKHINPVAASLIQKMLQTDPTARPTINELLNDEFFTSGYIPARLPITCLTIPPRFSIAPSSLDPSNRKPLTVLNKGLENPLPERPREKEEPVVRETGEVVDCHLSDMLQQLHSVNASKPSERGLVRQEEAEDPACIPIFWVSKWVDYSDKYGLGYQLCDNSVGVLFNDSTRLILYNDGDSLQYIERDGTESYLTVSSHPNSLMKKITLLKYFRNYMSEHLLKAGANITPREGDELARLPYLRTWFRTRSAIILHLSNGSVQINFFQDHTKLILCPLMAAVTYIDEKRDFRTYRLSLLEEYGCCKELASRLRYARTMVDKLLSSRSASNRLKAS
EPAC1 agonist: activates human EPAC1 exchange factor | EPAC1 agonist qHTS, biochemical assay; response scale: 100% = response to 6.5 mM cAMP | Potency, µM (doses to about 154 µM), for inactives: at the highest dose activation, hits mostly activators | 360,000 compounds, 0.073% hits | AID 720707; also: potency is read from the fitted curve at half-maximal effect; nearly all actives have a fitted effect of over 60% in size
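Compounds were pinned as a concentration titration into mixtures of EPAC1 (100 nM), BODIPY-GDP-loaded Rap1B (250 nM) and GDP (50 uM). After 5 min at room temperature, fluorescence was followed for 30 min; activity was scaled to 6.5 mM cAMP.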
PI5P4K alpha inh: PI5P4K alpha (human) kinase inhibition; PI5P4Kalpha enzyme, ADP-Glo luminescence, 60 min; active compounds read low; 330,000 compounds, 1.2% hits; max response, %; active = max response of -50% or lower; inconclusive = between -30% and -50%; inactive = -30% or higher; also: value at the top dose of about 77 µM; % is scaled to controls: 0 for no effect and ±100 for the full control effect
Target sequence (P48426 whole entry, looked up): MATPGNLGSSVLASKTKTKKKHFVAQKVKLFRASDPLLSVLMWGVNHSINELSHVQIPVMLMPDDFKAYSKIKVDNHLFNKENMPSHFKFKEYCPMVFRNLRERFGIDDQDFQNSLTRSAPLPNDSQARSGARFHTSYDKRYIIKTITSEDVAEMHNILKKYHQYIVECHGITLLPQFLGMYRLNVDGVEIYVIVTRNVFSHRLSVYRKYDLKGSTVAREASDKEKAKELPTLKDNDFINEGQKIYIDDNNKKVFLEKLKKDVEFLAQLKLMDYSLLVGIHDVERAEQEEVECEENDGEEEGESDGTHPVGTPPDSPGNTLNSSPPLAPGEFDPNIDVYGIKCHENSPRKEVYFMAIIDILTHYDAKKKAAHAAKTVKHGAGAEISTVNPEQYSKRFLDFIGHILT
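Compounds were pin-transferred onto PI5P4Kalpha and substrate in HEPES pH 7.4 buffer with EGTA, CHAPS and 5% DMSO. ATP (5 microM final) started the reaction, which ran 60 minutes at room temperature before ADP-Glo detection.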
WRN helicase inh: blocks human WRN helicase; Q14191; WRN helicase unwinding, fluorescent forked duplex, kinetic; Potency, µM (titrated, usually from 114 µM), for inactives: at the top dose activity change, negative = inhibition, actives largely listed as inhibitors; 360,000 compounds, 0.46% hits; also: potency is read from the fitted curve at half-maximal effect; % is scaled to controls: 0 for no effect and ±100 for the full control effect; nearly all actives have a fitted effect of over 55% in size
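Screening of the MLSMR collection measured strand separation of a quenched forked DNA duplex (100 nM) by 20 nM WRN with 2 mM ATP, all final. Compounds were preincubated with enzyme 15 min at room temperature.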
EPAC2 antagonist: EPAC2 (human) antagonism; EPAC2 GEF exchange of Rap1B-BODIPY-GDP, fluorescence; AID 720708; Q8WZA2; Potency, µM (titrated, usually from 114 µM), for inactives: at the top dose activity, negative = inhibition, actives largely listed as inhibitors; 360,000 compounds, 0.18% hits; also: potency is read from the fitted curve at half-maximal effect; % is scaled to controls: 0 for no effect and ±100 for the full control effect; nearly all actives have a fitted effect of over 45% in size; many of its hits are not listed in these tables
Starred values were filed as active, the others as inactive; ? = inconclusive; nt = not tested or not shown; & = joins results of further samples; [ ] = remark or other dose. Unless noted, calls follow the shape of the dose curve; as a rule, active = well fitted curve in the direction sought with a large enough effect; inconclusive = small, poorly fitted or top-dose-only effect, or another doubt; inactive = no such curve, though single readings can be large; an effect the other way counts as inactive or inconclusive.

| SMILES | MmCpn inh | CCT chaperon mod | EPAC1 antagonist | PLK1 PBD inh | EPAC1 agonist | PI5P4K alpha inh | WRN helicase inh | EPAC2 antagonist |
| --- | --- | --- | --- | --- | --- | --- | --- | --- |
| Cc1cc(C)c2c(-c3ccc(F)cc3)c(C#N)c(=O)n(C)c2n1 | 1% | -2.4 | 16% | -11% | 10% | -2 | -3% | 0% |
| CCC(C)(C)NC(=O)CN(C(=O)C(=O)Nc1ccc2c(c1)OCCO2)C1CC1 | 0% | -2.0 | -11% | -14% | 4% | -8 | 2% | -1% |
| CC(C)=CCN1CCN(Cc2cn[nH]c2C2CCCCC2)CC1CCO (stereo not drawn) | -5% | 2.3 | 4% | -10% | 2% | -1 | -1% | 1% |
| CC1(C)Cc2c(sc3ncnc(N)c23)CO1 | 0% | -1.3 | 2% | -6% | 3% | -10 | -3% | 3% |
| Cc1ccc(OCC(=O)NCCc2c[nH]c3ccccc23)cc1 | 0% | -0.2 | -7% | -15% | 11% | 12 | -3% | -6% |
| COC(=O)CCCn1c(C)cc(C(=O)CCl)c1C | 2% | 2.4 | -5% | ? | -1% | -1 | -6% | -1% |
| Cc1c(C=O)c2ccccn2c1C(=O)c1ccc(Cl)c([N+](=O)[O-])c1 | 2% | 0.0 | 2% | -8% | -8% | -9 | -18% | 2% |
| CCn1c(CCNC(=O)c2cccs2)nnc1SCC(=O)c1ccc(OC)cc1 | nt | -0.7 | 4% | ? | -5% | nt | -2% | 9% |
| Cc1ccc(-n2c(C)cc(C(=O)COc3c(CO)cc(F)cc3CO)c2C)cc1C | 0% | -3.7 | -10% | -7% | 7% | -4 | 0% | -15% |
| CC1CN(C(=O)/C=C/c2ccc3c(c2)OCO3)CC(C)O1 (stereo not drawn) | 4% | -1.7 | -3% | -3% | 4% | nt | -10% | -8% |
| COc1ccccc1C(=O)NCC(C)(C)CN=C1NS(=O)(=O)c2ccccc21 | 0% | 0.6 | -4% | 6% | 16% | 0 | -2% | 2% |
| Cc1ccc(Nc2nnc(SCC(=O)NC3CC3)s2)cc1 | 0% | -0.1 | -2% | 3% | -1% | -1 | -4% | 3% |
| O=[N+]([O-])c1c(C(Cl)Cl)nn(-c2ccccc2)c1N1CCCC1 | -1% | -1.6 | 1% | -6% | 30% | nt | -10% | -5% |
| COc1cc(C(O)c2nc(-c3ccc(C)c(C)c3)cs2)ccc1F (stereo not drawn) | nt | -0.8 | -14% | -3% | 18% | 0 | -1% | -18% |
| COc1cc(C(=O)N=c2sc3c(C)ccc(OC)c3n2C)cc(OC)c1OC | -11% | -4.6 | -4% | 2% | 1% | 1 | -8% | -3% |
| CCNS(=O)(=O)c1ccc(CCC(=O)NCc2ccncc2)cc1 | 0% | -2.5 | 8% | -4% | 4% | -8 | -24% | 0% |
| CCOC(=O)[C@@H]1[C@H]2COc3cc(OC)ccc3[C@@H]2N2C(=O)N(c3cccc(Cl)c3)C(=O)[C@]12C | 2% | 0.1 | -6% | -9% | 3% | 8 | -9% | -12% |
| CCN1C(=O)[C@H]2[C@@H](c3ccc(-c4ccc(F)cc4)cc3)N[C@@](CC(C)C)(C(=O)OC)[C@H]2C1=O | 0% | -2.4 | -7% | -2% | -10% | 6 | -6% | 1% |
| O=C(COC(=O)c1ccccn1)c1ccc(Br)cc1 | 1% | 3.3 | 0% | -1% | 0% | nt | 10% | -1% |
| C=CCn1c(-c2csc3c2CCC(C)C3)n[nH]c1=S (stereo not drawn) | -1% | -0.1 | 0% | -15% | 3% | -10 | 7% | 8% |
| CCC(C)Cn1c(S(=O)(=O)O)nc2ccccc21 (stereo not drawn) | 0% | -1.2 | 6% | -5% | 3% | -10 | -8% | 1% |
| O=S(=O)(c1ccccc1S(=O)(=O)N1CCCCC1)N1CCCCC1 | -2% | 0.6 | 9% | -10% | 4% | nt | -5% | 12% |
| Oc1c(Br)cc(Br)cc1CNc1nccs1 | 1% | -0.5 | 5% | -20% | -7% | 2 | -13%[57.1 µM] | -19% |
| Cc1ccc(NC(=O)COC(=O)CCc2c(C)nc3nc(N)nn3c2C)cc1C | 3% | -2.2 | -8% | -9% | 15% | 0 | 3% | -9% |
| COc1ccccc1NC(=O)Nc1nc(CC(=O)N2CCN(c3ccccc3OC)CC2)cs1 | -1% | -6.2 | -14% | 3% | -16% | -3 | -16% | -1% |
| COc1ccc2c(c1)C(=O)N(Cc1ccccc1)C(=O)C2(C)C | -2% | -3.6 | ? | -10% | 7% | -6 | ? | -9% |
| Cn1c(=O)c2c(ncn2CC(O)CNc2cccc(Cl)c2)n(C)c1=O (stereo not drawn) | 0% | -7.4 | 1% | -2% | -2% | -6 | 5% | -2% |
| N#Cc1c(-c2ccccc2)[nH]c(=O)[nH]c1=O | 1% | -2.7 | -2% | -5% | 11% | -92* | -1% | 5% |
| CCOC(=O)[C@]12CCC=C1N(Cc1ccc(Cl)cc1Cl)C(=O)[C@H](CC(=O)NCc1cccc3ccccc13)C2 | nt | 0.8 | -6% | 0% | 4% | 23 | -4% | 6% |
| CCCn1c(N2CCN(C(=O)/C=C/C(=O)O)CC2)nc2ccccc21 | -1% | 1.4 | 18% | 11% | 6% | 0 | -6% | 1% |
| CC(Oc1ccc(Cl)cc1Cl)C(=O)NCCCN1CCOCC1 (stereo not drawn) | ? | -1.6 | 6% | 5% | -16% | -5 | 5% | 6% |
| CCOC(=O)N1CCC(NCCNC(=O)c2ccccc2)CC1 | -1%&1% | -0.9&-1.4 | -5%&1% | -3%&-12% | 0%&-9% | -1 | 4%&-28% | -1%&4% |
| CCOC(=O)N1CCN(c2ncnc3c2oc2nc(C(C)C)c4c(c23)CCC4)CC1 | 2% | -0.9 | -3% | -7% | 12% | 3 | 5% | 3%[57.1 µM] |
| CCOC(=O)C1=C[C@@H](C(C)C)N(S(=O)(=O)c2ccc(C)cc2)[C@H]1c1ccc(C(C)C)cc1 | nt | 1.7 | -14% | -3% | -7% | 2 | -15% | -9% |
| COc1ccccc1-n1nnnc1SCC(=O)N(CC(C)C)C1CCS(=O)(=O)C1 (stereo not drawn) | 1% | 1.2 | -1% | 0% | 1% | 2 | -30% | 12% |
| COc1ccc(-c2c(-c3ccc(S(C)(=O)=O)cc3)sc3ccc(OC)cc23)cc1 | ? | 0.2 | -8% | 8% | 4% | 8 | -9% | -9% |
| C[C@H](CO)N1C[C@H](C)[C@H](CN(C)Cc2ccncc2)Oc2ncc(C#CC3CC3)cc2C1=O | nt | -0.7 | 12% | -16% | -3% | -16 | 1% | 1% |
| Cc1ccc(NC(=O)CN(C)CCOc2ccccc2)c([N+](=O)[O-])c1 | ? | 0.3 | -14% | -21% | 7% | 7 | -5% | -11% |
| CC(=O)c1ccc(NC(=O)c2noc(C)c2[N+](=O)[O-])cc1 | 1% | -1.0 | -2% | -5% | 7% | -1 | -5%[11.6 µM] | -1% |
| Cc1ccc(-c2nc3cc(N)ccc3o2)cc1 | -5% | -1.0 | 9% | -1% | 5% | nt | 0% | 1% |
| Cc1cc(C)n(S(=O)(=O)/C=C/c2ccccc2)n1 | -1% | -1.3 | 5% | -17% | -1% | nt | -14% | 23% |
| Cc1ccc(C(=O)N2CCC(C)CC2)cc1S(=O)(=O)N1CCCCC1 | -23% | -1.1 | -1% | -4% | -6% | -5 | -7% | -1% |
| COc1cccc(-c2sc3ccc(OC)cc3c2-c2ccc(C(N)=O)cc2)c1 | -28% | -3.6 | -25% | -12% | 5% | 2 | 4% | 9% |
| CC1=CC(C)C2C(=O)N(c3ccccc3)C(=O)C2C1 (stereo not drawn) | -1% | -2.4 | 15% | -11% | 0% | nt | -19% | 14% |
| CCc1ccc(N2C(=O)C3C4C=CC(CC4)C3C2=O)cc1 (stereo not drawn) | -1% | -1.2 | -7% | 0% | -4% | 6 | -5% | 4% |
| O=C(OCc1cn([C@H]2CN(C(=O)c3cccs3)[C@@H](c3ccccc3)C[C@@H]2O)nn1)c1ccccc1 | nt | 0.3 | 7% | 0% | -3% | -1 | 3% | -5% |
| O=C1C2C3C=CC(CC3)C2C(=O)N1/N=C/c1ccc(O)cc1 (stereo not drawn) | 1% | 2.1 | 1% | -3% | 2% | nt | 1% | 10% |
| CCN(CC(=O)Nc1ccccc1OC)CC(=O)Nc1c(Cl)ccc(C)c1Cl | -2% | -0.2 | 1% | 2% | -12% | -2 | 4% | 11% |
| Cc1nn(C)c(C(=O)NNC(=O)Nc2cccc(C(F)(F)F)c2)c1Cl | 2% | 0.1 | 3% | -1% | -3% | 1 | -3% | 0% |
| CCN1CCN(C2=CC3=CC(=C(C#N)C#N)CCC3CC2)CC1 (stereo not drawn) | -4% | 1.8 | 455%[activator] | -79% | 50µM* | -1 | 25µM* | 434%[activator] |
| Cc1ccc(/C(CSc2nccn2-c2ncc(C(F)(F)F)cc2Cl)=N\O)cc1 | 2% | -2.0 | 9% | -3% | 3% | 6 | -4% | -7% |
| CC1(OC(=O)C2CCCC2)C(=O)C=C2C=C(c3ccsc3)N(C(CO)CO)C=C2C1=O (stereo not drawn) | -1% | 0.2 | -5% | -23% | -9% | -1 | 6% | 6% |
| CCOC(=O)c1ccccc1CN1C(=O)c2ccccc2S1(=O)=O | 2% | -0.2 | -5% | -6% | 6% | -3 | 5% | ? |
| CCCCn1nc(C(=O)Nc2cccc(C(=O)NC3CC3)c2)c2ccccc2c1=O | -1% | -3.8 | 9% | -3% | -2% | -4 | -4% | -4% |
| CCOc1ccc(NS(=O)(=O)c2ccc(Cl)c(C(=O)N(C)Cc3cccnc3)c2)cc1 | -1% | 1.5 | -23% | 6% | -9% | 5 | -1% | -3% |
| C[C@H]1CN([C@@H](C)CO)C(=O)CCCn2nncc2CO[C@@H]1CN(C)S(=O)(=O)c1ccc(Oc2ccccc2)nc1 | nt | -1.8 | 3% | -17% | 5% | 2 | 0% | 4% |
| C=CCn1c(CSCc2ccc(C)cc2)nnc1SCC(=O)NCc1ccccc1 | -3% | -1.1 | -12% | -8% | -2% | 4 | -9% | 9% |
| COc1ccccc1CC(=O)NC1CCC(C)CC1 (stereo not drawn) | 0% | -2.2 | -5% | -22% | 4% | -1 | -1% | -2% |
| COc1ccc(N2CCN(C(=O)CCc3nnc4ccc(N5CCOCC5)nn34)CC2)cc1 | -2% | -1.5 | -27% | -12% | 8% | 2 | -5% | 2% |
| COc1ccc(-c2c(-c3ccsc3)oc3ccc(N4CCOCC4)cc23)cc1 | nt | -1.3 | -18% | -2% | -1% | 19 | 6% | -12% |

Source: PubChem (National Center for Advancing Translational Sciences (NCATS))

A portion of the library; the hit share may differ from the screen's.
